HSF1 inh: HSF1 inhibitors in luciferase reporter cells, primary screen, cell-based, NIH3T3, luminescence; AID 2098, 2009; activity change, negative = inhibition, % at 7.5 µM (by protocol); NIH3T3-HGL HSE-luciferase, MG132-induced, luminescence 8 h; stronger effect = lower value; 0.77% of 300,000 active;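 active = more than half of replicate wells show activity change below -50%, luminescence cut by over half; inconclusive = some wells, but at most half, below -50%; inactive = no replicate well below -50%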;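 note: luciferase reports HSF-1 transcriptional activity via heat shock element; 0% = median of DMSO wells and -100% = zero luminescence signal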
IEC-6 tox: cytotoxicity in IEC-6 intestinal epithelial cells, primary screen, cytotoxicity control for KLF5 inhibitor project, cell-based, luminescence; IEC-6 cytotoxicity, luminescence viability; inhibition, % at 5 µM; 0.78% of 290,000 active; in the data active = inhibition above about 22%;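 note: 0% = plate median of test compound wells and 100% = cytotoxic reference compound wells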
PolyA inh: polyadenylation inhibitors in yeast reporter cells, primary screen, luminescence, S. cerevisiae; S. cerevisiae SKY197-pL101 polyadenylation reporter, beta-gal luminescence; efflux-impaired pdr1/pdr3 knockout yeast; score 100 = 6 SD above DMSO; calls only at 12 µM; 0.02% of 300,000 active; AID 1875, 2009;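 active = lowest replicate activity score at least 50, where 100 means six control SD above control mean; inconclusive = lowest score under 50 but half or more replicates reach 50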;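 note: yeast exposed to compound for 9 h at 30 °C; higher score means more reporter readthrough which indicates perturbed polyadenylation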
GSK3B inh: human GSK3beta kinase inhibitors, primary screen, biochemical, cell-free homogeneous, HTS. Glycogen synthase kinase-3 beta (Homo sapiens), P49841. GST-GSK3beta kinase, ADP-Glo luminescence, 60 min; stronger effect = lower value. activity score (negative = inhibition), % at 10 µM. 0.038% of 300,000 active;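 active = more than half of replicate wells score below -50%, meaning over 50% inhibition versus plate controls; inconclusive = some replicates but at most half score below -50%; inactive = no replicate scores below -50%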;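 note: 0% = median DMSO wells and -100% = median GW8510 positive control wells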
Target sequence (P49841 whole entry, looked up): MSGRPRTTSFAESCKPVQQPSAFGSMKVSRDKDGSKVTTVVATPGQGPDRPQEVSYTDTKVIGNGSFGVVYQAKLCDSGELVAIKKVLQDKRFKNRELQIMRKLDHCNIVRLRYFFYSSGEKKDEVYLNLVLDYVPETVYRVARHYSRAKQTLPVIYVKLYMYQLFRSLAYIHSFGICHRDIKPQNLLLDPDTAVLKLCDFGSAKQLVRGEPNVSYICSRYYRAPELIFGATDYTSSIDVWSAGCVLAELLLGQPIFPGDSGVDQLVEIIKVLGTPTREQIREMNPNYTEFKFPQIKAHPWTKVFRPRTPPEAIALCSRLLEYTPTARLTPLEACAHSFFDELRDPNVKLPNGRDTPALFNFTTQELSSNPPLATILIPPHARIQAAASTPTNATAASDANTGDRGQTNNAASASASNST
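test system = GST-tagged human GSK3beta kinase, cell-free | reagent = 25 µM ATP with peptide substrate | dosing = one dose of 10 µM per compound | schedule = 60 min reaction, RT | detection = luminescent ADP-Glo measurement of ADP formed | control set = DMSO neutral wells and GW8510 at 20 µM as positive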
GSK3 alpha inh: blockers of GSK3A enzyme activity – biochemical, luminescence, cell-free homogeneous, HTS, primary screen | Glycogen synthase kinase-3 alpha (Homo sapiens), P49840 | GSK-3 alpha kinase, ADP-Glo luminescence, 60 min | inhibition, % at 10 µM | 0.1% of 320,000 active;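 in the data active = inhibition above about 50%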;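 note: GST-tagged GSK-3 alpha with peptide substrate and 25 µM ATP; 0% = DMSO neutral wells and 100% = GW8510 positive control wells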
Target sequence (P49840 whole entry, looked up): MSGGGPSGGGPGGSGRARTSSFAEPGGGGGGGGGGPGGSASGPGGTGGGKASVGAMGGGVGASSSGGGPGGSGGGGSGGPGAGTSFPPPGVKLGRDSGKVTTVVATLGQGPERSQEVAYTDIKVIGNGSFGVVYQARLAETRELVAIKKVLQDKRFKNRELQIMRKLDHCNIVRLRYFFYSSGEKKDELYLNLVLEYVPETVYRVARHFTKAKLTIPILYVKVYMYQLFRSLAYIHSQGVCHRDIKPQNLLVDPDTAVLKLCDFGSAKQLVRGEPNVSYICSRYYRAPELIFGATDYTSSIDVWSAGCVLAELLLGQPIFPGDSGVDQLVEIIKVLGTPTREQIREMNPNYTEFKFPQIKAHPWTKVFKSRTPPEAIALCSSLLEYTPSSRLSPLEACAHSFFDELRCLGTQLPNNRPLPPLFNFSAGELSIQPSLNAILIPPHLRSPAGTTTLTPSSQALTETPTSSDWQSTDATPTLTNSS
HSF1 activator: HSF-1 activators, primary screen, NIH3T3-HGL cells, MG132 stress, luminescence, single point. activation, % at 9 µM. NIH3T3-HGL HSF-1 luciferase reporter, 8 h; 100% = twice DMSO control signal. 1.7% of 300,000 active. AID 504408, 2011;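 active = mean replicate activation of at least 50% with a set share of replicates each reaching 50%; inconclusive = only one of those two conditions met; inactive = mean below 50% and too few replicates reaching it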;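 note: 0% = median of the neutral control wells and 100% = twice that signal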
HSP90 refold inh: HSP90 inhibitors, primary screen, cell lysate, luminescence; 0.91% of 290,000 active; Heat shock protein HSP 90 (rabbit reticulocyte lysate; luciferase refolding); Rabbit reticulocyte lysate, luciferase refolding luminescence, 3 h; inhibition, % at 5.6 µM; AID 1789, 2009;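 active = inhibition above the screen-wide mean plus 3 SD, computed separately per campaign, cut at about 16% in these data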;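 note: 0% = DMSO wells and 100% = 60 µM geldanamycin wells; inhibitors lower the luminescence because luciferase stays unfolded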
AI-2 QS modul: Vibrio harveyi AI-2 quorum sensing modulators, primary screen, JMH597 strain, luminescence/OD600 ratio. Vibrio harveyi JMH597 AI-2 luminescence/OD600 ratio, 9 h; stronger effect = lower value; strain lacks LuxN and CqsS sensors; 0 = neutral-control median. 0.4% of 300,000 active. AID 2094, 2009. activity change, % at 7.5 µM; in the data active = activity change below about -75%, passing the limit was not always enough; inconclusive = no clear call, values can overlap the other calls;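 note: luminescence divided by OD600 gain over 9 h not by final OD600 alone; inactives centre near 13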
aSyn 5UTR inh: MLPCN primary screen, SNCA 5' untranslated region. inhibition, % (tested at 7.5 µM). 0.82% of 300,000 active. alpha-synuclein 5'UTR reporter, inhibitor activity; in the data active = inhibition above about 60%; inconclusive = no clear call, values can overlap the other calls;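 note: H4 neuroglioblastoma cells stably carrying SNCA 5'UTR luciferase fusion; 0% = DMSO wells and 100% = positive control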
KLF5 inh: KLF5 expression inhibitors, primary screen, DLD-1 cells, luminescence; DLD-1 KLF5 promoter-luciferase reporter; 0.23% of 290,000 active; inhibition, % at 5 µM;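 active = inhibition above a per-plate limit of that plate's mean compound inhibition plus 3 SD, cut at about 60% in these data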;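 note: 0% = DMSO wells and 100% = LY294002 at 200 µM; higher means less KLF5 promoter-driven luciferase light; inactives centre near -14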
Numbers without * were called inactive; i = inactive; ? = inconclusive; . = no result given. Not all compounds are listed; rates above refer to the full screens.

canonical_smiles,HSF1 inh,IEC-6 tox,PolyA inh,GSK3B inh,GSK3 alpha inh,HSF1 activator,HSP90 refold inh,AI-2 QS modul,aSyn 5UTR inh,KLF5 inh
CCC(C)c1ccc(NC(=S)N2CCN(C(=O)C3CCCO3)CC2)cc1 (stereo unspecified),-13,-5,i,0,2,-18,-1,6,5,-15
COc1ccc(CNCc2ccc3c(c2)OCO3)c(OC)c1OC,-7,-6,i,1,-7,-23,-1,6,12,0
O=C(CCCC1=NS(=O)(=O)c2ccccc2N1)N1CCN(c2ccc([N+](=O)[O-])cc2)CC1,1,-5,i,3,0,7,-4,10,-9,-6
Cc1ccc([N+](=O)[O-])cc1NC(=O)CSc1nnc(C)n1CC1CCCO1 (stereo unspecified),6,-7,i,6,0,30,-1,17,3,-12
N=c1sccn1CC(=O)Nc1cc(Cl)ccc1Oc1ccccc1,49,0,i,0,1,79*,1,23,4,-24
C=CCNC(=O)CSc1nnc(-c2cccs2)o1,-2,-3,i,-2,-3,-2,-1,19,7,-23
Cc1ccc2cc(CN(C)S(C)(=O)=O)c(=O)[nH]c2c1,1,-4,i,-1,1,2,-6,-1,-29,-45
Cc1ccc(-n2c(O)c(C=Nc3ccccc3-c3n[nH]c(=S)[nH]c3=O)c3ccccc3c2=O)c(C)c1,-21,-5,i,2,-2,-36,-4,124,8,-6
COC(=O)CNC(=O)CNC(=O)Nc1ccccc1Cl,1,-3,i,1,0,-17,7,23,23,-17
O=C(Cn1cnc2c(cnn2-c2ccccc2)c1=O)NC1CCCC1,1,-1,i,-1,-1,7,-2,14,-53,-41
Cc1coc(NC(=O)CSc2nc(-c3ccncc3)cc(C(F)(F)F)c2C#N)n1,-4,3,i,3,2,-3,2,9,-4,-26
COc1ccc(C(C)=O)cc1CSc1nnc(SCc2cc(C(C)=O)ccc2OC)s1,3,5,i,1,-2,21,-1,13,-10,-38
CCOC(=O)c1c(-c2ccccc2)oc2cc(Br)c(O)cc12,-15,-4,i,-6,-1,-17,0,62,9,-6
COCCOC(=O)C1=C(C)NC(=S)NC1/C=C/c1ccccc1 (stereo unspecified),4,-1,i,0,-3,18,-1,13,4,18
COc1cccc(CN2CCNC(=O)C2CC(=O)N(Cc2cnn(C)c2)C(C)C)c1 (stereo unspecified),-1,3,i,0,1,-10,0,0,-8,-19
Cc1ccc(C(=O)O/N=C2/CC3CCC2(C)[C@@]3(C)CBr)cc1 (stereo partly specified),7,-7,i,0,5,28,-3,-21,10,-25
COc1ccc(C2CC(=O)C(CS(=O)(=O)c3ccccc3)C(=O)C2)cc1 (stereo unspecified),1,-3,i,-2,-1,9,5,6,-1,-4
COC(=O)c1ccc(COC(=O)C(CCSC)NC(=O)COc2ccccc2)cc1 (stereo unspecified),3,9,i,0,2,-8,-1,4,1,10
CC(C)c1ccc(OCc2ccc(C(=O)N(C)C)o2)cc1,24,6,i,5,-3,40,12,8,-171,-214
CCOc1ccc(NC(=O)CC2C(=O)N(c3ccc(OCC)cc3)C(=S)N2C2CC2)cc1 (stereo unspecified),0,-5,i,2,0,10,3,16,29,-27
Cc1nc2c(-c3ccc(F)cc3)c(C)nn2c(C)c1CCC(=O)N1CCN(c2ccc(F)cc2)CC1,6,-1,i,0,-3,6,-2,26,13,-4
CCc1nnc(NC(=O)CSc2nnc(COc3ccc(C#N)cc3)n2-c2ccccc2)s1,-1,2,i,-2,0,12,0,18,-15,-27
O=C(c1cc(Br)ccc1Cl)N1CCN(c2ccccn2)CC1,-1,1,i,7,1,4,-2,19,-7,-39
CN(C)c1nc(N)c([N+](=O)[O-])c(NCC2CCCO2)n1 (stereo unspecified),-1,-2,i,-11,-5,-12,1,-2,40,9
Cc1cc(Nc2ccccc2N2CCOCC2)n2ncnc2n1,2,-5,i,3,-1,-2,2,41,1,1
Cc1ccc(S(=O)(=O)N2CCOCC2)cc1NC(=O)CSc1cccc[n+]1[O-],-3,7,i,1,-1,-10,7,33,2,5
S=C(NCc1ccccc1)N1CCn2cccc2C1c1ccncc1 (stereo unspecified),-4,-4,i,4,2,4,2,2,-8,-3
Cc1ccc(SCCCn2cncn2)cc1,-71*,-5,i,0,-2,-79,3,-35,16,-21
Cc1c(NC(=O)C(C)Oc2ccc(Br)cc2Cl)c(=O)n(-c2ccccc2)n1C (stereo unspecified),-3,.,i,2,-1,-8,.,14,16,.
COC(=O)/C=C1/S/C(=N/NC(=O)c2ccc(Cl)cc2Cl)NC1=O,-2,-6,i,5,-11,-1,5,26,12,-1
COc1ccc(/C=C2/SC(=O)N(CCC(=O)Nc3ccccc3)C2=O)cc1OC,1,-7,i,0,0,6,2,5,40,-17
COc1cc(/C=C2/SC(=S)N(CCC(=O)Nc3ccccc3)C2=O)cc(OC)c1OC,5,-6,i,2,7,-3,5,11,-5,-9
CN(C)c1ccc(C=C2C(=O)OC(C)(C)OC2=O)cc1,0,0,i,2,-2,11,-1,15,-28,-18
CSc1nc2nc3c(cc2c(=O)n1-c1cccc(C)c1)COC(C)(C)C3,1,2,i,-2,-2,14,2,25,10,-8
O=C1C(=O)N(CCN2CCOCC2)C(c2cccnc2)/C1=C(/O)c1ccccc1 (stereo unspecified),2,-8,i,2,1,-1,-2,11,-10,-12
COc1cc(OC)c(OC)cc1CN1CCN(Cc2ccc(SC)cc2)CC1,-5,-4,i,-1,0,-6,0,25,16,-13
CC(C)C(c1nnnn1C(C)(C)C)N1CCOCC1 (stereo unspecified),3,-4,i,2,-2,2,-1,14,-2,-6
COCCSc1nnc(NC(=O)C(C)(C)C)s1,15,-2,i,3,-2,23,4,16,-90,-56
CCOc1ccc(N=C(NC#N)SCC(=O)NC2CC2)cc1,-5,7,i,-2,-2,-18,3,34,-11,-20
CCCCC(=O)Nc1ccc(NC(=O)c2ccco2)cn1,7,-3,i,-1,0,-1,-3,5,-75,-28
Cc1ccc(N(C(=O)c2ccccn2)C2(C(=O)NC3CCCC3)CCCCC2)cc1,0,-5,i,5,0,6,2,13,19,-19
CC(C)(C)NC(=O)c1ccc2c(c1)N(CC(=O)NC1CCCC1)C(=O)C(C)(C)O2,-2,5,i,1,-2,32,2,-10,8,-3
CCOC(=O)COn1c(=O)c(-c2ccc(OCC)cc2)[n+]([O-])c2ccccc21,12,-1,i,2,-3,3,3,-5,-61,-51
O=C(COC(=O)c1ccc(Cl)cc1O)Nc1cccnc1Cl,1,-9,i,-1,-7,-6,-2,13,-30,-2
CCN(CC)CCNC(=O)c1ccc(NC2=NC3CS(=O)(=O)CC3S2)cc1 (stereo unspecified),-2,2,i,0,-2,6,3,-9,3,-23
CN(C)S(=O)(=O)c1ccc(C(=O)OCCn2cnc3c2c(=O)n(C)c(=O)n3C)cc1,.,-6,.,3,-2,.,-2,18,.,-23
CC1Cc2cc(S(=O)(=O)CCC(=O)NC3CCCCC3)ccc2N1C(=O)C1CC1 (stereo unspecified),-3,0,i,-1,-2,5,-1,13,27,-4
COc1ccc(CC(=O)NCC2CCCN(Cc3cccc(C(F)(F)F)c3)C2)cc1 (stereo unspecified),-6,1,i,-2,-1,1,-4,21,12,-23
O=C(CCCn1nnc2ccccc2c1=O)N[C@H](C(=O)O)c1ccccc1,2,-5,i,0,1,26,-2,16,12,-5
C=C(C)Cn1c(SCC(=O)O)nnc1-c1ccccc1,9,-4,i,2,0,-8,0,21,4,-30
Cc1cc(C(=O)COc2cccnc2[N+](=O)[O-])c(C)n1-c1ccccc1,-30,-4,i,1,-2,-31,2,45,100*,-19
Cc1nc2nc(C)c(CCC(=O)NC3CCCCC3)c(C)n2n1,-15,-10,i,-3,-1,0,-1,32,15,-16
O=C1[C@H]2[C@@H](c3ccc(F)cc3)N3C(=O)N(c4ccccc4)C(=O)[C@@]3(Cc3ccc(Cl)cc3)[C@H]2C(=O)N1C1CCCCC1,-12,2,i,-9,3,-16,7,9,-15,-15
CC(Oc1cccc(Cl)c1)C(=O)Nc1ccc([N+](=O)[O-])cn1 (stereo unspecified),4,-1,i,3,0,17,2,28,?,-5
Cc1cc2cc(C)c3nnc(SCC(=O)NCc4ccc5c(c4)OCO5)n3c2cc1C,20,2,i,1,-2,41,-4,25,30,1
